# Screening data from PubChem BioAssay.
# MT1-MMP txn act: activates MT1-MMP transcription. HT1080 MT1-MMP promoter luciferase reporter, luminescence, overnight; hits give high values. activation factor at 10 µM. actives 0.16% (n = 86,000);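 active = activation factor of at least 2 for MT1-MMP transcription at 10 µM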
# S1P2 ag: S1P2 (human) receptor agonism | O95136 | S1P2-expressing cell line, agonist reporter read-out | activation, % at 4.5 µM | actives 0.46% (n = 97,000) | AID 729; in the data active = activation above about 16%;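 also: 0% = vehicle low control and 100% = maximal reference agonist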
# Target sequence (O95136 whole entry, looked up): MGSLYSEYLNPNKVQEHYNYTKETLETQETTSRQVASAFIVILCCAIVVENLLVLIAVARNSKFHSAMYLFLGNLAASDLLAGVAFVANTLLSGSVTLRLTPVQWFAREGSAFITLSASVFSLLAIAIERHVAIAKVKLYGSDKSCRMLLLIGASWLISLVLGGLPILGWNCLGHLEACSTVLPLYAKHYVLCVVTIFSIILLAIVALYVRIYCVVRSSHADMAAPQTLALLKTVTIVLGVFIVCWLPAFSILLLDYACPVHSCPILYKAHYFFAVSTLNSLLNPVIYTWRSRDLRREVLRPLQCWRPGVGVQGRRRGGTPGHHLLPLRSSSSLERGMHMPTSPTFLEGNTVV
# Rev-RRE block: inhibitors of HIV-1 Rev-RRE RNA interaction; P05866; Rev peptide-RRE RNA binding, FRET; inhibition, % at 8 µM; actives 0.79% (n = 97,000); AID 704;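 active = inhibition above the screen-wide mean plus 3 SD, cut at about 35% in these data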;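 also: 0% = median DMSO wells and 100% = median Neomycin B control wells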
# Target sequence (P05866 whole entry, looked up): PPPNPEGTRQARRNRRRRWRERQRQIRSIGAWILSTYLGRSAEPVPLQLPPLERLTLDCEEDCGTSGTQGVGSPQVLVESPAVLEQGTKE
#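 System: Cy5-labelled duplex RRE RNA binding fluorescein-labelled HIV Rev peptide; Signal: fluorescein-to-Cy5 FRET, 480 nm excitation; Also added: labelled Rev peptide; Compound: one concentration, 8 µM nominal; Buffer or medium: HEPES pH 7.5 salt buffer with EDTA; Read-out: % inhibition of FRET ratio versus controls; Schedule: 5 min preincubation and 15 min binding, 25 °C.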
# S1P2 antag: antagonists of human S1P2 receptor. O95136. cell-based S1P2 antagonist assay, inhibition at 5 uM. inhibition, % at 5 µM. actives 0.21% (n = 97,000); in the data active = inhibition above about 45%;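 also: CRE beta-lactamase reporter cells expressing human S1P2 stimulated with S1P; 0% = agonist at EC80 alone and 100% = agonist plus reference antagonist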
# EphB4 antag: antagonists of human EphB4-ephrin-B2 interaction. EphB4 LBD / TNYL-RAW-Alexa532 peptide, fluorescence polarization. AID 720. actives 0.15% (n = 97,000). inhibition, % at 7 µM. P54760;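 active = inhibition above the screen-wide mean inhibition plus 3 SD, cut at about 15% in these data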;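 also: 0% = DMSO wells and 100% = excess unlabeled TNYL-RAW peptide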
# PLK1 kinase inh: inhibitors of human PLK1 kinase; recombinant PLK1 kinase, TR-FRET peptide phosphorylation; inhibition, % at 10 µM; actives 0.53% (n = 97,000); AID 619;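 active = inhibition of 50% or more in the single-concentration screen; inactive = inhibition below 50%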;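 also: 0% = DMSO max control and 100% = H-89 dihydrochloride min control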
# PLAP activator: human PLAP activation; P05187; purified PLAP enzyme, luminescent substrate read-out; hits give high values; activation fold at 20 µM; actives 1.2% (n = 96,000); AID 696; in the data active = activation fold above about 2
# Target sequence (P05187 whole entry, looked up): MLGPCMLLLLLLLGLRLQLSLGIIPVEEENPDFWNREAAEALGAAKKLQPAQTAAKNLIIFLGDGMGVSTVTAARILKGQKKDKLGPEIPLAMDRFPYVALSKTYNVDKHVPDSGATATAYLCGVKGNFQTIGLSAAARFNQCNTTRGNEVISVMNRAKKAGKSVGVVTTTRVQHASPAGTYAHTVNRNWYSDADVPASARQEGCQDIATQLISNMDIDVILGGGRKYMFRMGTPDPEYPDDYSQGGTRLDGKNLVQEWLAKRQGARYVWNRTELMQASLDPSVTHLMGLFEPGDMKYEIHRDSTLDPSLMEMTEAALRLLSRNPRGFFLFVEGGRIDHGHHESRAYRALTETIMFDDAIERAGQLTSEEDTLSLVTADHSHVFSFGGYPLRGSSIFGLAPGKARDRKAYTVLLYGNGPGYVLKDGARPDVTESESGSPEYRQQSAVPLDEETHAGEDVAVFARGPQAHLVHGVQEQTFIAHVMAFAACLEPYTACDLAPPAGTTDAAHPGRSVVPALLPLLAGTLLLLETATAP
# PLK1 PBD inh: Plk1 (human) PBD binding inhibition. P53350. Plk1 PBD phosphopeptide binding, fluorescence polarization. inhibition, %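 (tested at about 20 µM)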. actives 0.13% (n = 97,000); in the data active = inhibition above about 34%, passing the limit was not always enough
# FAK blocker: FAK (human) kinase inhibition; biochemical FAK kinase activity assay; inhibition, %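 (tested at 7 µM)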; actives 0.84% (n = 97,000); in the data active = inhibition above about 19%;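 also: 0% = DMSO and 100% = reference compound high control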
# Numbers without * were called inactive; . = not tested or not shown.
SMILES,MT1-MMP txn act,S1P2 ag,Rev-RRE block,S1P2 antag,EphB4 antag,PLK1 kinase inh,PLAP activator,PLK1 PBD inh,FAK blocker
Cc1ccc(CNC(=O)c2cc3c(C)nc4ccccc4c3o2)cc1,.,-6,0,2,-6,-5,1.2,-14,-11
O=C(NCCc1c[nH]c2ccccc12)C(F)(F)C(F)F,1,-3,8,6,-2,0,1.1,0,1
CCOc1cccc2cc(-c3csc(NC(=O)CCC(=O)N4CCC(C)CC4)n3)c(=O)oc12,1,-6,1,2,-1,-8,0.8,26,2
N#C/C(=N/Nc1ccccc1F)C(=N)N1CCOCC1,.,-2,-1,-11,-6,-10,1,-40,-2
CCOC(=O)CN1CC23C=CC(O2)C(C(=O)Nc2ccc(OCC)cc2)C3C1=O (stereo unspecified),1,-7,4,12,-1,-7,1,-17,-2
O=S1(=O)C[C@@H](O)[C@@H](Nc2ccc(Cl)cc2)C1,1.2,-4,10,9,1,-14,1,-11,2
CNC(=O)NC(=O)CSc1ncc(C(F)(F)F)cc1Cl,1.1,-3,10,-17,-1,-7,0.9,16,6
Cc1ccc2c(c1)[nH]c1c(=O)n(CCC3=CCCCC3)cnc12,.,-4,4,2,11,2,1.1,7,17
O=C1Cc2ccccc2Sc2ccccc21,.,-4,0,-3,-14,-4,1.1,16,3
Cc1ccc(C(=O)Nc2cc(Cl)ccc2OC(=O)c2ccc(C)cc2)cc1,.,-6,17,-9,-6,-5,1.1,-12,4
COc1ccc(C2Nc3ccccc3C(=O)N2Cc2ccco2)cc1COc1ccc([N+](=O)[O-])cc1 (stereo unspecified),1.1,-7,-2,-13,4,-6,0.9,11,-3
COc1ccc(C2(CNC(=O)Cc3ccc(OC)c(OC)c3)CCOCC2)cc1,1.1,-1,6,6,7,-13,1.1,-41,2
CC(CN1CCOCC1)OC(=O)COc1ccc(F)cc1 (stereo unspecified),1,-4,5,-6,1,-11,1.1,6,1
COc1ccc(NC(=O)C2CCC(C)(C(=O)O)C2(C)C)cc1 (stereo unspecified),.,-4,5,-6,-4,-3,0.9,-24,0
O=C1C=C(O)CC(c2ccco2)C1 (stereo unspecified),1.1,1,1,16,3,-5,.,21,-1
COc1ccc(C)cc1S(=O)(=O)N1CCCCC1,1,-3,6,17,1,-11,.,6,0
Cc1cc(C)c(C)c(S(=O)(=O)N2CCN(Cc3nc4ccccc4[nH]3)CC2)c1C,1.1,-8,10,9,2,-2,1.1,-2,5
CC1CN(S(=O)(=O)c2ccccc2)CC(C)O1 (stereo unspecified),1,-3,8,15,4,-10,1,-8,1
Cc1cc(C)c(C#N)c(SCC(=O)C(C)(C)C)n1,1,-15,-2,-44,-8,-11,1,14,-3
CCN(CC)S(=O)(=O)c1cc(C(=O)OCC(=O)c2ccc3c(c2)NC(=O)CO3)ccc1Cl,.,-5,11,5,1,-9,0.9,-18,-1
COC(=O)COc1ccc(NC(=O)C2CCCO2)cc1 (stereo unspecified),1,-2,9,17,5,-10,1,22,1
CCCn1c(CC)nc([N+](=O)[O-])c1Sc1ccc(C)cc1,.,-5,13,-9,4,-7,0.9,25,0
COc1ccc(C)cc1NCc1cccc(OC)c1OC,1,-8,4,3,-3,-7,1.1,-16,5
O=C1c2ccccc2NC(c2ccccn2)N1c1ccccc1F (stereo unspecified),1.2,0,7,12,1,-14,.,-36,2
CCC1Oc2nc(SC)nnc2-c2ccccc2N1C(=O)c1ccccc1 (stereo unspecified),1.1,-3,4,10,0,-4,1.3,-21,-2
# Later entries.
SMILES,MT1-MMP txn act,S1P2 ag,Rev-RRE block,S1P2 antag,EphB4 antag,PLK1 kinase inh,PLAP activator,PLK1 PBD inh,FAK blocker
CCOC(=O)C1CCN(C(=O)CCCCn2c(=O)[nH]c3ccccc3c2=O)CC1,1.2,0,3,-13,-8,-12,.,-7,-1
CC(=O)Nc1c(C(=O)N2CCOCC2)sc2nc3c(cc12)COC(C)(C)C3,1.1,-1,2,2,-6,-11,1,1,0
CCOC(=O)CC(=O)Nc1ccccc1C(=O)O,.,-2,2,16,-1,-2,1,2,-1
Cc1ccc2occ(C(=O)c3ccco3)c(=O)c2c1,1.2,-7,-1,10,1,-7,1.1,-4,-5
N#C/C(=C(/O)CN1CCOCC1)c1nc2ccccc2s1,1.3,-4,12,-12,7,-4,1.2,0,-2
O=C(CNC(=O)/C(=C\c1ccccc1)NC(=O)c1ccc(Br)cc1)OCc1ccccc1,.,-6,0,20,-10,-2,1.1,-11,-1
CC(C)NC(=O)CSc1nc2ccccc2c(=O)n1CCCOC(C)C,1,-13,0,-4,-4,1,1.1,-10,-4
CCc1ccc(NC(=O)Nc2cccs2)cc1,1.4,0,0,3,-4,-11,0.9,18,5
N#Cc1cccc(C(c2nnnn2C2CCCC2)N2CCC(Cc3ccccc3)CC2)c1 (stereo unspecified),1.1,-1,6,-2,-4,-21,.,6,0
CCc1ccc(NC(=S)Nc2cccc(OC)c2)cc1,.,-4,-5,1,-11,3,0.8,32,-2
CSc1cccc(NC(=O)CSc2nc3ccccc3o2)c1,1.3,-11,8,-1,-5,7,0.9,0,-1
COc1ccc(/C=N/Nc2snc(SC)c2C#N)cc1OC,1.9,-6,1,-12,0,-16,1,-8,3
O=C(COc1ccc(Cl)cc1Cl)OCn1nnc2ccccc2c1=O,1,-5,15,-9,5,-8,0.8,-8,-1
COc1cc(C)c(Cl)cc1S(=O)(=O)n1cnc2ccccc21,1.1,1,16,-2,-7,-12,1.2,-26,1
CCOC(=O)Cc1nnc2c(Nc3ccc(Cl)cc3)nc3nonc3n12,1.2,-3,14,8,-2,-12,0.9,-5,2
CCOc1ccccc1-c1nc(-c2ccc(NC(=O)c3ccc(Br)o3)cc2)no1,1.6,-4,4,-3,-3,-9,0.9,26,-1
CN(C1CCCCC1)S(=O)(=O)c1ccc2c(c1)c(=O)c(C(=O)NCCN1CCCC1)cn2C,1.1,1,10,7,0,62*,1.6,-1,-3
C=C(C)C(C)(C#CCN1CCCC1)OC(C)=O (stereo unspecified),1.1,0,4,7,-6,-20,1.1,1,3
CCOC(=O)CSC1=C(C#N)C(c2ccc(Cl)cc2)C(C(=O)OC)C(=O)N1 (stereo unspecified),1,-2,1,-6,-2,-7,1.1,28,0
O=C(CSc1nnc(-c2ccco2)n1-c1ccccc1)N1CCc2ccccc21,1.2,-6,3,10,-9,-7,.,-6,0
c1ccc(-c2nc(NCc3ccco3)c3ccccc3n2)nc1,1.1,-5,5,27,5,4,1.6,-11,1
CCOC(=O)N1CCN(S(=O)(=O)c2ccc(C)c(C)c2)CC1,1.2,-5,6,7,7,-9,1,-13,2
NCCCCCc1nnc(SCc2ccc(Cl)cc2Cl)o1,1,0,-5,6,-3,-16,1.3,1,3
COC(=O)C(Cc1cnc(Cl)s1)(C(=O)OC)c1ccc([N+](=O)[O-])cc1,1.2,-5,-3,-18,2,-13,1.1,5,-2
Cc1n[nH]c(C)c1S(=O)(=O)Nc1ccc2c(c1)OCCO2,1.2,-8,1,-15,1,-2,.,16,-5

# Look-ups from above.
# Result for `NCCCCCc1nnc(SCc2ccc(Cl)cc2Cl)o1` in PLK1 kinase inh: -16
# Result for `CCOC(=O)CSC1=C(C#N)C(c2ccc(Cl)cc2)C(C(=O)OC)C(=O)N1` (stereo unspecified) in EphB4 antag: -2

# Profiles, looked up by structure:
# Listed for COC(=O)C(Cc1cnc(Cl)s1)(C(=O)OC)c1ccc([N+](=O)[O-])cc1 = MT1-MMP txn act: 1.2; S1P2 ag: -5; Rev-RRE block: -3; S1P2 antag: -18; EphB4 antag: 2; PLK1 kinase inh: -13; PLAP activator: 1.1; PLK1 PBD inh: 5; FAK blocker: -2
# Listed for CCOC(=O)CSC1=C(C#N)C(c2ccc(Cl)cc2)C(C(=O)OC)C(=O)N1 (stereo unspecified) = MT1-MMP txn act: 1; S1P2 ag: -2; Rev-RRE block: 1; S1P2 antag: -6; EphB4 antag: -2; PLK1 kinase inh: -7; PLAP activator: 1.1; PLK1 PBD inh: 28; FAK blocker: 0

# Other records:
SMILES,MT1-MMP txn act,S1P2 ag,Rev-RRE block,S1P2 antag,EphB4 antag,PLK1 kinase inh,PLAP activator,PLK1 PBD inh,FAK blocker
COC(=O)c1cc(NC(=O)c2cccc(C(F)(F)F)c2)c(=O)oc1C/C=N/OCc1cccc(Cl)c1Cl,1.2,-6,39*,-9,-36,-4,1.5,2,-2
Cc1ccc(CNCC(O)(c2ccc(F)cc2)c2ccc(F)cc2)cc1,.,-2,17,19,0,-6,0.7,10,1
O=C(CCCCn1c(=O)c2ccccc2n(Cc2ccc(F)cc2Cl)c1=O)NCc1ccco1,.,2,5,-18,5,-12,1.5,-17,-1
Cc1ccc(C(=O)NC2CC3CCC(C2)N3Cc2ccco2)cc1 (stereo unspecified),1.3,-4,2,-10,-8,-4,.,19,-1
CC(=O)c1ccc(N2CCC(c3cc(-c4ccc(Cl)cc4)n[nH]3)CC2)c([N+](=O)[O-])c1,.,-8,9,29,5,-7,1.3,-35,-4
Cc1c(C)c2cc(Cl)c(O)c(CN(C)C)c2oc1=O,1.1,4,13,-18,8,-17,1.1,-21,1
O=C1c2ccccc2C(=O)N1CCCOc1ccccc1,1.3,-3,3,-12,-8,-9,0.8,21,0
COc1cccc(OC)c1C(=O)N1CCN=C1SCc1cccnc1,1.2,-6,4,-5,-4,4,1,14,0
O=C(COc1ccccc1)N1CCN(S(=O)(=O)c2ccc(Cl)cc2)CC1,1.2,3,3,-6,4,-8,1,25,-2
Cc1ccc(N2C(=O)[C@@H]3C(c4ccc(F)cc4)=NO[C@@H]3C2=O)cc1,1.1,-6,9,-9,0,-15,1,-16,-1
C=CCNS(=O)(=O)c1ccc(OCC(=O)OC)cc1,1,-5,4,5,4,-5,1.3,-11,-7
Cc1cccc(Oc2ccccc2NC(=O)c2cnccn2)c1,.,-5,7,-2,-2,-5,1.3,20,6
CCOC(=O)N1CCN(C(=O)c2ccc(-n3c(=S)[nH]c4ccccc4c3=O)cc2)CC1,1.2,-5,2,-5,-2,-13,.,-3,0
CCCN(CCC)C(=O)CC(c1ccccc1)c1cc(C)ccc1O (stereo unspecified),0.9,-1,10,15,-3,1,1.1,7,-1
O=C(Nc1ccc(-c2csc(-c3ccccc3)n2)cc1)c1ccccc1Cl,.,-3,8,16,4,19,1,-21,-3
Cc1nn(C(=O)C2CC2)c(C)c1Sc1ccc(Cl)cc1,.,-5,19,14,6,-21,.,27,4
CCSc1nnc(NC(=O)c2cccnc2Cl)s1,1.3,-4,6,-22,-6,-5,.,-2,-1
O=C(CN(Cc1ccc(F)cc1)C(=O)CCC(=O)Nc1ccccn1)NCc1ccco1,1.2,2,2,-18,-4,4,1.1,-5,-1
CC(C)Cc1ccc(C(C)C(=O)N2CCOCC2)cc1 (stereo unspecified),1,-3,6,-1,4,-11,1,15,-1
CCCC(=O)NC(NC(=S)Nc1c(C)n(C)n(-c2ccccc2)c1=O)C(Cl)(Cl)Cl (stereo unspecified),.,-5,2,14,-2,-18,1.3,-7,3
COc1cc(CNCCSc2nnnn2C)cc(OC)c1OC,1.1,-1,7,0,3,-10,1.2,12,0
CCOC(=O)Cc1csc(NC(=O)CCS(=O)(=O)Cc2ccccc2)n1,0.9,1,0,9,-1,-2,1.3,-4,-7
Cc1ccc(Cl)cc1N(CC(=O)NC1CCCCC1)S(C)(=O)=O,1.1,-5,5,23,3,-9,1.1,-1,1
CN(C)C(CNC(=O)CN1C(=O)NC2(CCc3ccccc32)C1=O)c1ccco1 (stereo unspecified),1.1,-3,6,10,-3,-4,1.6,-31,0
Cc1cc(C)nc(N(C#N)CN2C(=O)c3ccccc3C2=O)n1,1.1,-4,4,-10,-6,-14,1,-3,1
COc1cnc(-c2ccccn2)nc1Sc1ccccc1Cl,.,-8,9,16,7,-34,1.1,2,-3
Cc1cccc(C)c1-n1nnnc1S(=O)(=O)Cc1ccccc1Cl,1.2,-3,11,-16,-1,1,0.8,9,-1
